Source: PubChem (Broad Institute)
CFTR F508del cor – correctors of CFTR F508del function in bronchial epithelial cells | CFBE cells, YFP halide quenching; stimulated with forskolin plus potentiator P3; % fluorescence drop versus neutral controls | activity (quench increase), % at 7.58 µM | 350,000 compounds, 0.36% hits;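 active = mean added fluorescence quench of at least 8% versus neutral control, with both replicates also reaching 8%; inconclusive = only one of the mean or replicate conditions met; inactive = mean below 8% and not both replicates reaching 8%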;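 also: cells transiently co-express mutant CFTR-F508del with the halide-sensitive YFP; corrector assay measuring rescue of mutant channel to the surface after 24 h compound exposure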
EWS-Fli inh – blocks EWS/Fli oncoprotein-driven transcription. A673 NR0B1-luciferase reporter, viability-normalised. inhibition, % at 12.6 µM. 350,000 compounds, 0.67% hits;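 active = mean inhibition of at least 50% after viability correction, with every replicate also passing that limit; inconclusive = mean reaches 50% but only one of two replicates passes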;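 also: firefly luciferase signal divided by Alamar Blue viability fluorescence both relative to DMSO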
DENV2 CPE rescue – protects cells from dengue virus 2 cytopathic effect; 350,000 compounds, 1.7% hits; AID 651640; CPE inhibition, % at 9.99 µM; DENV2-infected cells, cytopathic effect rescue, plate reader; in the data active = CPE inhibition above about 20%, passing the limit was not always enough; inconclusive = no clear call, values can overlap the other calls; tested in BHK-21 cells;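 also: 0% = median of neutral control wells and 100% = median of positive control wells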
PAX8 inh HTS – inhibitors of PAX8 transcriptional activity in RMG-I cells; RMG-I TPO-luciferase reporter, SteadyGlo, 24 h; inhibition, % at 12.6 µM; 360,000 compounds, 1.2% hits;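 active = mean replicate inhibition at least 60% with every replicate also reaching 60%; inconclusive = only one of the two criteria is met; inactive = mean below 60% and not all replicates reaching 60%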;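 also: luciferase light reporting Pax8 driven TPO promoter activity; plate controls were median of neutral control wells for no effect and mitoxantrone controls for full effect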
ERp5 block – blocks human ERp5 reductase activity on insulin | Q15084 | ERp5 insulin aggregation, absorbance 650 nm, 90 min | inhibition, % at 9.99 µM | 350,000 compounds, 0.05% hits | AID 651711;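 active = mean replicate inhibition above about 25%, with every replicate also reaching it, limit read from the data, passing the limit was not always enough; inconclusive = only one of those two criteria met; inactive = neither criterion met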
Target sequence (Q15084 whole entry, looked up): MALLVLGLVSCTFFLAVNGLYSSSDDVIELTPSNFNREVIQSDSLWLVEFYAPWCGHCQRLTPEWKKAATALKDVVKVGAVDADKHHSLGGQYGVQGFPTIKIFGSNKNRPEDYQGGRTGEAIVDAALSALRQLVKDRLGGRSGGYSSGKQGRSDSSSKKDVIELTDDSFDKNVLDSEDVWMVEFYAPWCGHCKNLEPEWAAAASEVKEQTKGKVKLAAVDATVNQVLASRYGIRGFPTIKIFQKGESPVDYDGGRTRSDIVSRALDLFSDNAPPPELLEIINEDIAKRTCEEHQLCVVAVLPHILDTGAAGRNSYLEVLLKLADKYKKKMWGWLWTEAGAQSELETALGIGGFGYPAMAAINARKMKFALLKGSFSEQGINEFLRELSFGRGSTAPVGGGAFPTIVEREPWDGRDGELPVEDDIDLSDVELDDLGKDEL
INS-1E GSIS act – GLuc luminescence reporter in INS-1E cells, primary screen for activators of glucose-dependent secretion of insulin | INS-1E GLuc reporter insulin secretion, 2-3 h | activation, % at 16.6 µM | 370,000 compounds, 0.61% hits | AID 743287;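 active = lowest replicate activation of at least 40%, so every replicate reaches that level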;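 also: 0% = median of neutral control wells and 100% = median of IBMX positive control wells; some compounds called inactive have numbers as strong as hits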
ARNT TACC3 PPI – disruptors of human ARNT/TACC3 interaction; Q9Y6A5; 390,000 compounds, 0.66% hits; inhibition, % at 9.99 µM; AID 623870; AlphaScreen His-ARNT PAS-B/GST-TACC3 binding, luminescence; TACC3 fragment carries E629A point mutation;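 active = mean inhibition of replicates at least 50% and at least half of replicates each reaching 50%; inconclusive = half or more replicates reach 50% but mean below 50%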;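 also: 0% = complete ARNT plus TACC3 wells and 100% = ARNT alone without TACC3; many hits fall short of the cut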
XiGFP reactiv – reactivates the inactive X chromosome in mouse fibroblasts | XiGFP mouse fibroblasts, % GFP-positive cells imaging, 3 d; cells co-treated with 5-aza-dC sensitizer; scaled so ellipticine positive control = 100% | activation, % at 7.58 µM | 360,000 compounds, 0.055% hits | AID 743238;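 active = mean normalized replicate activation at least 10% and every replicate at or above 10%; inconclusive = only one of the two criteria met; inactive = mean below 10% and not all replicates reach 10%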;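 also: 0% = median of on-plate neutral control wells and 100% = ellipticine 6 µM median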
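assay system = SV40-immortalized XiGFP fibroblast cells, line 68-5-11 | buffer or medium = DMEM plus 5-aza-dC sensitizer | doses = single-point pinned compound dosing | times = 3-day compound exposure, then 15 min fixation at room temperature | benchmarks = positive control ellipticine, 6 µM final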
Starred values were filed as active, the others as inactive; ? = inconclusive; · = not tested or not shown; & = joins results of further samples. Compounds as they come, and some 4.2% of all compounds hit somewhere here.

SMILES	CFTR F508del cor	EWS-Fli inh	DENV2 CPE rescue	PAX8 inh HTS	ERp5 block	INS-1E GSIS act	ARNT TACC3 PPI	XiGFP reactiv
Cc1noc(C)c1NC(=O)N(C)C[C@@H]1Oc2ccc(NS(=O)(=O)c3c(C)noc3C)cc2CC(=O)N([C@H](C)CO)C[C@H]1C	-0.2	-7	?	-12	8	14	-6	0.1
O=c1[nH]cnc2c1ncn2C1OCC(O)C(O)C1O (stereo not drawn)	-4.3	-5	-3	·	0	-5	-2	·
C=CCc1cc(Cl)ccc1OCCN(C)C	-1.9	2	0	·	7	0	-2	·
CCCN1C2CCCC1CC(NC(=S)Nc1ccc(OC)cc1)C2 (stereo not drawn)	-1.2	1	2	1	1	11	-9	0.8
CC1=NNC(=O)C1Cc1ccc(F)cc1 (stereo not drawn)	4.2	11	0	4	-3	·	-2	0.0
CCc1nc2ccc(C(=O)N(C)CCCN(C)C)cn2c1N(C=O)CCC(C)C	-1.7	-3	-2	-4	3	21	·	-0.1
CC(CC(=O)Nc1nnc(C(C)(C)C)s1)c1ccccc1 (stereo not drawn)	-2.5	26	-2	26	-3	-5	·	0.0
CCOC(=O)N1CCC(=NNc2nc(C)cc(=O)[nH]2)CC1	0.6	-5	-9	11	-1	8	7	0.0
CCOC(=O)c1c(NC(=O)CC2SC(N)=NC2=O)sc2c1CCC(C)C2 (stereo not drawn)	·	·	·	12	·	-4	-2	0.5
C[C@H]1CCCCO[C@@H](CN(C)C(=O)C2CCCCC2)[C@@H](C)CN([C@@H](C)CO)C(=O)c2cc(NC(=O)Nc3ccc(F)cc3)ccc2O1	1.4	12	-1	?	4	-28	-3	0.0
Cc1cc(C)cc(NS(=O)(=O)c2cccs2)c1	-0.3	-39	6	-15	2	12	-11	0.0
Cc1ccc(CSc2nc(N)cc(N)n2)cc1	-1.2	-28	14	-49	3	·	-11	0.0
Cc1noc(C)c1NC(=O)N(C)C[C@@H]1Oc2ccc(NC(=O)C3CCCCC3)cc2C(=O)N([C@@H](C)CO)C[C@H]1C	1.7&4.2	-2&-2	-6&3	-3	1&1	5&12	-14&0	0.1&0.0
COc1ccc(CC(=O)NCCc2ccc3c(c2)OCO3)cc1OC	-5.1	-7	7	-5	0	9	·	0.1
O=C(c1cccc(S(=O)(=O)N2CCN(c3ccccc3)CC2)c1)N1CCCC(C(F)(F)F)C1 (stereo not drawn)	-1.5	1	-14	8	6	6	1	-0.1
COC(=O)C[C@@H]1C=C[C@H](NS(=O)(=O)c2cccc(F)c2)[C@@H](CO)O1	-3.2	-7	?	-8	-5	18	·	-0.1
O=C(C[C@@H]1CC[C@H]2[C@@H](COC[C@@H](O)CN2Cc2nccs2)O1)NCc1ccc(-c2ccccc2)cc1	-0.6	4	5	23	-8	2	-9	0.1
COc1ccc(C(=O)COC(=O)CNC(=O)c2cccc(OC(F)F)c2)cc1	-1.2	3	2	16	3	5	-8	0.0
COc1ccccc1NS(=O)(=O)c1cc(NC(=O)c2cc3ccccc3oc2=O)ccc1C	·	82*	3	-5	0	29	-1	0.1
O=C(O)c1ccc(/C=C/c2nc3ccccc3c(=O)[nH]2)cc1	-0.5	33	2	1	7	7	-5	0.0
C[C@H](CO)N1C[C@H](C)[C@H](CN(C)S(=O)(=O)CC(F)(F)F)OCc2ccccc2-c2ccccc2C1=O	-0.8	-7	0	5	-2	-13	5	-0.1
O=C(O/N=C1/CCSc2ccccc21)c1ccc(F)cc1	-2.0	-7	1	·	1	1	8	·
CCCC(c1nnnn1CCOC)N(Cc1cc2cc(C)c(C)cc2[nH]c1=O)CC1CCCO1 (stereo not drawn)	-4.3	26	-3	·	-6	-2	17	·
CC(=O)OC1COC(OC(C)=O)CO1 (stereo not drawn)	3.8	-5	-5	7	0	17	4	0.0
Cc1csc(NC(=O)CS(=O)(=O)c2ccccc2)n1	-1.9	-25	8	-24	-9	16	23	0.1
CCNC(=O)C[C@@H]1CC[C@@H]2[C@H](COc3ccc(NC(=O)C4CCCCC4)cc3C(=O)N2C)O1	-1.4	8	-8	-20	-2	9	3	0.2
CO[C@H]1CC[C@H]2CCOc3ccc(C#N)cc3C(=O)N(C)C[C@H](C)C(=O)N(C)C[C@H]1O2	·	-3	-3	3	15	-10	-22	-0.1
Cc1ccccc1-c1nc(CS(=O)(=O)CC(=O)NCc2ccco2)c(C)o1	2.3	·	-1	19	-6	1	-2	0.0
CN1C(=O)c2cc(NC(=O)C3CCC3)ccc2OC[C@@H]2O[C@H](CC(=O)NCCc3ccncc3)CC[C@@H]21	-3.1	6	-1	-11	1	4	·	0.0
CCOC(=O)C1=C(c2ccccc2)NC(SC)=C(C#N)C1c1cccnc1 (stereo not drawn)	-2.8	7	-2	-4	7	5	·	0.3
O=C(Nc1ccc(S(=O)(=O)N2CCOCC2)cc1)c1cc(S(=O)(=O)N2CCOCC2)ccc1Cl	-1.1	5	-4	10	-6	7	-5	0.2
CCOC(=O)N(C)C[C@H]1OCc2cnnn2CCCC(=O)N([C@H](C)CO)C[C@H]1C	0.5&0.5&-2.7	-6&-3&-8	-6&17&1	-6&5	-2&1&10	-2&9	-5&-2	-0.1&0.2
C[C@H]1CN([C@@H](C)CO)C(=O)Cc2cc(NS(=O)(=O)c3cn(C)cn3)ccc2O[C@H]1CN(C)Cc1ccccc1	0.4	3	6	2	0	3	18	0.0
Oc1ccc(O)c(C=NNC(=S)NC2CC3CC2C2C=CCC32)c1 (stereo not drawn)	-2.5	-7	3	-23	3	-11	·	0.4
COc1ccccc1CNC(=O)C1CC(c2ccc([N+](=O)[O-])cc2)=NO1 (stereo not drawn)	-2.0	-36	-15	-52	-3	-12	1	-0.2
COc1ccc(CN(C)C[C@H]2Oc3ccc(NS(=O)(=O)c4ccc(F)cc4)cc3C(=O)N([C@H](C)CO)C[C@H]2C)cc1	0.7	-1	4	3	0	-10	-1	0.0
O=C(CN(CC1CCCO1)C(=O)CNS(=O)(=O)c1ccc(F)cc1)NCc1ccc(F)cc1 (stereo not drawn)	-4.0	-1	3	-6	4	13	1	0.0
C[C@H]1CN(S(=O)C(C)(C)C)[C@H](CCO)/C1=C\c1ccccc1 (stereo partly drawn)	-2.9	-1	?	5	5	1	0	-0.2
COc1ccc(CN2CCNC(=O)C2CC(=O)NCc2cnn(C)c2)cc1OC (stereo not drawn)	1.1	-1	-2	-2	-2	5	-1	0.3
Cc1ccccc1NC(=O)COC(=O)c1ccc2c(c1)OCCO2	-3.7	-3	-1	-9	-5	-6	6	-0.1
COC(=O)c1c(-c2ccc(OC)cc2)c2c(c3c4cc(F)ccc4n(S(=O)(=O)c4ccc(C)cc4)c13)C(=O)N(C)C2	-1.1	1	-5	13	1	·	·	0.2
CCCNC(=O)C[C@H]1CC[C@H]2[C@H](COc3ccc(NC(=O)c4cccc(Cl)c4)cc3C(=O)N2C)O1	-0.8	2	·	-4	·	-11	·	-0.1
COc1ccccc1N1CCN(S(=O)(=O)CCNC(=O)C2CC(=O)N(c3ccccc3)C2)CC1 (stereo not drawn)	-1.1	·	16	12	-3	-21	4	-0.1
Cc1nc(SCC(=O)NCC2CCCO2)c2c3c(sc2n1)CCC3 (stereo not drawn)	0.6	4	-1	-7	5	24	·	0.3
CCN1C(=O)[C@H]2[C@@H](c3ccc(Cl)cc3)N3C(=O)CN(CC4CC4)C(=O)[C@@]3(C)[C@H]2C1=O	-0.6	-11	-9	-1	-8	9	-2	0.1
COc1ccc(C(=O)NC(=S)NCc2ccccc2)cc1OC	3.8	2	0	5	2	14	-3	0.0
O=C(C[C@@H]1CC[C@@H]2[C@H](COC[C@H](O)CN2S(=O)(=O)c2ccc(Cl)cc2)O1)N[C@@H]1CCN(Cc2ccccc2)C1	3.1	4	4	10	6	2	6	0.0
CN(C)S(=O)(=O)c1ccc(C(=O)NNC(=O)C23CC4CC(CC(C4)C2)C3)cc1	-2.1	0	-9	-6	4	-3	-29	0.0
COc1cc(C)ccc1OCCOCCN(C)Cc1ccccc1	·	·	·	-24	·	22	41	0.0
C[C@H]1CN([C@@H](C)CO)C(=O)c2cc(NC(=O)Cc3ccccc3)ccc2O[C@@H]1CN(C)Cc1ccc(-c2ccccc2)cc1	-3.1	5	·	·	·	-26	·	0.2
O=C(C[C@@H]1C=C[C@@H](NC(=O)CN2CCOCC2)[C@H](CO)O1)NCCc1ccncc1	0.4	11	2	·	2	1	·	-0.3
Cc1c(OCC(=O)N2CCC(C(N)=O)CC2)ccc2c3c(c(=O)oc12)CCCC3	3.4	6	?	·	1	6	-5	·
CCCC(=O)Nc1ccc2c(c1)C(=O)N(C)C[C@H](OC)[C@@H](C)CN(C(=O)c1cnccn1)[C@H](C)CO2	0.8	0	-7	·	-2	1	35	0.0
COc1ccc(NC(=O)N(C)C[C@@H]2Oc3ccc(NC(=O)C4CCCCC4)cc3C(=O)N([C@@H](C)CO)C[C@@H]2C)cc1	0.7	-6	9	·	4	10	-1	0.0
O=C(O)c1ccc(N2C(=O)/C(=C\c3ccccc3)N=C2c2ccccc2)cc1	-0.8	5	-3	17	1	-23	-1	-0.1
COCCn1c(SCC(=O)Nc2cc(C)on2)nc2ccccc21	-1.1	0	-1	22	1	-4	-11	0.1
Cc1cc(C(=O)NCc2ccccc2Br)no1	-3.4	-26	1	·	0	15	-6	·
O=C(/C=C/c1ccccc1)c1ccc2c(c1)OCO2	-1.3	-41	-4	-66	5	-25	0	0.1
CC(=O)N(C)C[C@H]1[C@@H](c2ccc(-c3cccc(F)c3)cc2)[C@@H](CO)N1C(C)=O	-1.7	·	2	·	1	-1	·	0.2
COc1ccc(NC(=O)Nc2ccc3c(c2)[C@H]2C[C@H](CC(=O)N4CCCCC4)O[C@@H](CO)[C@H]2O3)cc1	1.1	2	-2	-2	17	-5	-7	0.1
The list goes on.
SMILES	CFTR F508del cor	EWS-Fli inh	DENV2 CPE rescue	PAX8 inh HTS	ERp5 block	INS-1E GSIS act	ARNT TACC3 PPI	XiGFP reactiv
CCOCCCNC(=O)c1oc2ccc(S(=O)(=O)N3CCOCC3)cc2c1C	3.8	1	-4	3	4	6	-1	0.0
C[C@H]1CN([C@@H](C)CO)C(=O)c2cccc(NC(=O)Nc3ccc(C(F)(F)F)cc3)c2O[C@@H]1CN(C)Cc1ccc(-c2ccccc2)cc1	0.7	-51	-11	·	1	-23	0	0.1
CCN(CC)C(C(=O)Nc1ccc2c(c1)OCO2)c1ccccc1 (stereo not drawn)	·	·	·	23	·	12	3	0.0
CN(C)CCCNC(=O)C[C@H]1CC[C@@H]2[C@@H](COc3ccc(NC(=O)C4CCC4)cc3C(=O)N2C)O1	-2.6	-20	?	-2	13	13	-9	0.0
O=C(CCCCCCCC(=O)c1ccccc1)c1ccccc1	-3.1	2	5	-11	1	5	·	0.0
COCC(=O)N1C[C@H](C)[C@@H](OC)CN(C)C(=O)c2cc(NC(=O)c3ccc(F)cc3)ccc2OC[C@@H]1C	0.0	1	11	·	-5	-1	-3	0.1
Cc1cc(C(=O)COC(=O)c2n[nH]c(=O)c3ccccc23)c(C)n1C	2.2	-53	-11	-29	1	10	-2	0.1
Cc1ccc(N(CC(=O)NCc2ccco2)C(=O)CCC(=O)Nc2nccs2)cc1	-1.0	9	-1	15	2	-32	29	0.0
